Source: PubChem
TcdB inh = TcdB glycohydrolase inhibitors, primary screen, biochemical, single point, plate reader; inhibition, % at 9.99 µM; TcdB glycohydrolase enzymatic assay; Toxin B (Clostridioides difficile), P18177; 350,000 compounds, 0.24% hits; in the data active means inhibition above about 10%
Target sequence (P18177 whole entry, looked up): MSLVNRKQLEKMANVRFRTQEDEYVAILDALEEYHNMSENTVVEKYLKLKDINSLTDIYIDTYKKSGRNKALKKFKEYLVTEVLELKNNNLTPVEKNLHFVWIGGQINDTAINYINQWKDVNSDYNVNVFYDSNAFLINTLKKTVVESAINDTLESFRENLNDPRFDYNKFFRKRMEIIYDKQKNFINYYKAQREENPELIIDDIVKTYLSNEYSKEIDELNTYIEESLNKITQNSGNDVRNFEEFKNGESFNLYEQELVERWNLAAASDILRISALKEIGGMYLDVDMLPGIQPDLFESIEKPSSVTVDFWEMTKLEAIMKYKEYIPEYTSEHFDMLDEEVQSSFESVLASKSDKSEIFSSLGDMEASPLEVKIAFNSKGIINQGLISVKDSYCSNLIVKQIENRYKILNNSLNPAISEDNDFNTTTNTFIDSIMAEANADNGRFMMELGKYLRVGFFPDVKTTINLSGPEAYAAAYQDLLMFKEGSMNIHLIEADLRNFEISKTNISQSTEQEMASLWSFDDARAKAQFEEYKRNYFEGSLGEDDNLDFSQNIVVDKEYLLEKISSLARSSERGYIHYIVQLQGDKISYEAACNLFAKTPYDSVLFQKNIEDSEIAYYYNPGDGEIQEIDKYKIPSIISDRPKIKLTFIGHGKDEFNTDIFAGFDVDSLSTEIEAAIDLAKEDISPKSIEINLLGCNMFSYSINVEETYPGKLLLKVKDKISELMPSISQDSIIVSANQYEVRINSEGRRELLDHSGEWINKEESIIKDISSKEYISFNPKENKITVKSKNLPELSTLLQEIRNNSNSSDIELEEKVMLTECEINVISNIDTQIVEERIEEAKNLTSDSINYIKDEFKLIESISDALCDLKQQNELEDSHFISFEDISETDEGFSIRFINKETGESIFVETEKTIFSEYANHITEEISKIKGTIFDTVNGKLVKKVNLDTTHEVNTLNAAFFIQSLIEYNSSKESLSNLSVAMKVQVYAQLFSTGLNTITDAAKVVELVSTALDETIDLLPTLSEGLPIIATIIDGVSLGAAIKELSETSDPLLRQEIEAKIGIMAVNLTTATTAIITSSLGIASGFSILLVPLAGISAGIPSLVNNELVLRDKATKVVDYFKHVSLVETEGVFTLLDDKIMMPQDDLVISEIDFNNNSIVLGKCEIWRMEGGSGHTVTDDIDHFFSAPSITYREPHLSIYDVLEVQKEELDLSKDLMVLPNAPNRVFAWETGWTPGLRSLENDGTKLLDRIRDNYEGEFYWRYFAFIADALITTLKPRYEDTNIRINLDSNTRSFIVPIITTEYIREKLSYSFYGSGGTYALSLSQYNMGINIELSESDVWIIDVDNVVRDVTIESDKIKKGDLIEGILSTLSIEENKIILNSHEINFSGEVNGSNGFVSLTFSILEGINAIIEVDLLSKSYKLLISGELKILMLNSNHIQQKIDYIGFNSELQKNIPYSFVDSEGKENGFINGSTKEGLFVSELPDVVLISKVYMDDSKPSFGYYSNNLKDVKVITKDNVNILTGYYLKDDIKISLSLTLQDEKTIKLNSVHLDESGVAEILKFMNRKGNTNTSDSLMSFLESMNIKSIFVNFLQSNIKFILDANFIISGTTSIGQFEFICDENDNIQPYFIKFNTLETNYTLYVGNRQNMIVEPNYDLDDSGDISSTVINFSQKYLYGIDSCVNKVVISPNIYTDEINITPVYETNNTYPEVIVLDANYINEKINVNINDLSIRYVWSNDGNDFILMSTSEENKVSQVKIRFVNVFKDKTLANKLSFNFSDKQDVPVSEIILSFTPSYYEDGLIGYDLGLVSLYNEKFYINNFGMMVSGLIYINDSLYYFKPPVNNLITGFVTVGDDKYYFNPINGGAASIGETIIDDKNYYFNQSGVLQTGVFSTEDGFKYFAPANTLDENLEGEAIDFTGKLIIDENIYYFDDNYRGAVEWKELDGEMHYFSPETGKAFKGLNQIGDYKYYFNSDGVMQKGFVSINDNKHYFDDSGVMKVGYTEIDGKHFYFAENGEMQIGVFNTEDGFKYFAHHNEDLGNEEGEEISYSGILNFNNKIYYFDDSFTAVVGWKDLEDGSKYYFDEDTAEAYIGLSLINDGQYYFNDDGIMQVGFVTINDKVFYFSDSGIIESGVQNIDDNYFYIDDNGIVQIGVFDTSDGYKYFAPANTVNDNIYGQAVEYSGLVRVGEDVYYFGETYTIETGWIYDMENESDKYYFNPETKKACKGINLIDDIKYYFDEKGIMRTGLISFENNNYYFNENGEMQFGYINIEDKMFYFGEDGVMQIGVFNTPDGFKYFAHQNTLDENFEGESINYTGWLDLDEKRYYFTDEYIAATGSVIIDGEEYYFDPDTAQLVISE
Active calls of the source: *. Only part of the results is shown; rates above refer to the full screens.

#	canonical_smiles	TcdB inh
1	C[C@@H]1CN([C@H](C)CO)C(=O)c2cc(NC(=O)Nc3ccccc3)ccc2O[C@@H](C)CCCCO[C@H]1CN(C)S(=O)(=O)c1cn(C)cn1	0.0
2	CO[C@H]1CN(C)C(=O)c2ccc(NC(=O)C3CCCC3)cc2OC[C@H](C)NC[C@H]1C	-0.1
3	CN1C(=O)c2cc(NC(=O)C3CCCC3)ccc2OC[C@@H]2O[C@H](CC(=O)O)CC[C@H]21	0.4
4	C[C@@H]1CN([C@@H](C)CO)C(=O)c2cccc(NC(=O)C3CC3)c2O[C@H]1CN(C)Cc1ccccc1	0.4
5	O=C(NCC(F)(F)F)[C@H]1[C@H](CO)[C@H]2Cn3c(cccc3=O)[C@@H]1N2C(=O)C1CC1	-0.1
6	CN(C)CCCNC(=O)C[C@H]1CC[C@@H]2[C@H](COC[C@@H](O)CN2Cc2cccc(C(F)(F)F)c2)O1	-0.4
7	C[C@@H]1CN([C@@H](C)CO)C(=O)c2cc(C#CC3(O)CCCC3)cnc2O[C@@H]1CN(C)S(=O)(=O)c1cccc(F)c1	-14
8	Cc1noc(C)c1NC(=O)N(C)C[C@H]1Oc2c(NC(=O)NC3CCCCC3)cccc2C(=O)N([C@H](C)CO)C[C@H]1C	-0.2
9	C[C@H]1CN([C@@H](C)CO)C(=O)Cc2cc(NC(=O)Nc3ccccc3)ccc2O[C@@H]1CN(C)CC1CCCCC1	0.5
10	CCC(=O)N1CCC2(CC1)CN(C(=O)CN1CCOCC1)[C@H](CO)c1[nH]c3cc(OC)ccc3c12	-6.7
11	Cc1noc(C)c1NC(=O)N(C)C[C@@H]1Oc2ccc(N(C)C)cc2CC(=O)N([C@H](C)CO)C[C@@H]1C	-4.7
12	COCc1cn(CC[C@@H]2CC[C@H](NC(=O)Nc3ccc(F)cc3)[C@H](CO)O2)nn1	-0.1

Reformatted with each value named: part of the list above.
9. C[C@H]1CN([C@@H](C)CO)C(=O)Cc2cc(NC(=O)Nc3ccccc3)ccc2O[C@@H]1CN(C)CC1CCCCC1
  TcdB inh: 0.5

12. COCc1cn(CC[C@@H]2CC[C@H](NC(=O)Nc3ccc(F)cc3)[C@H](CO)O2)nn1
  TcdB inh: -0.1

The list goes on:
#	canonical_smiles	TcdB inh
13	N#C[C@H]1[C@@H](c2ccc(C#CC3CCCCC3)cc2)[C@H](CO)N1S(=O)(=O)c1ccccc1	0.1
14	O=C(Cc1ccccc1)N1CC(=O)N2[C@H](CO)[C@H](c3ccc(-c4cccc(F)c4)cc3)[C@@H]2C1	-0.3
15	C[C@@H]1CCCCO[C@H](CN(C)Cc2ccc3c(c2)OCO3)[C@@H](C)CN([C@@H](C)CO)C(=O)c2cc(NC(=O)c3ccncc3)ccc2O1	0.1
16	O=C(C[C@@H]1C[C@H]2c3cc(NC(=O)Cc4ccncc4)ccc3O[C@H]2[C@@H](CO)O1)NCc1ccc(-c2ccccc2)cc1	-0.2
17	C[C@@H]1CN([C@@H](C)CO)C(=O)c2cccc(N(C)C)c2O[C@H]1CN(C)Cc1ccc(C(=O)Nc2ccccc2N)cc1	-0.9
18	C[C@@H]1CN([C@@H](C)CO)C(=O)CCCn2nncc2CO[C@@H]1CN(C)Cc1ccc(O)cc1	0.1
19	CCCC#Cc1ccc([C@H]2[C@@H](C#N)N(C(=O)C3CCCC3)[C@H]2CO)cc1	-0.3
20	COc1ccc(S(=O)(=O)Nc2ccc3c(c2)[C@H]2C[C@H](CC(=O)N(C)C)O[C@@H](CO)[C@H]2O3)cc1	0.0
21	N#C[C@@H]1[C@H](c2ccc(C#CC3CCCC3)cc2)[C@H](CO)N1C(=O)Cc1ccccn1	-1.0
22	O=C(C[C@H]1CC[C@@H]2[C@H](COC[C@H](O)CN2CCc2ccccc2)O1)NCCCN1CCOCC1	-1.8
23	C[C@@H]1CCCCO[C@H](CN(C)S(=O)(=O)c2ccccc2)[C@@H](C)CN([C@H](C)CO)C(=O)c2cc(NC(=O)Nc3ccccc3)ccc2O1	0.7
24	COc1ccc(CN(C)C[C@H]2Oc3ccc(NC(=O)Nc4ccc(F)cc4)cc3C(=O)N([C@@H](C)CO)C[C@@H]2C)cc1	0.3

Reprinted from the part before: three entries, followed by the next part.
#	canonical_smiles	TcdB inh
22	O=C(C[C@H]1CC[C@@H]2[C@H](COC[C@H](O)CN2CCc2ccccc2)O1)NCCCN1CCOCC1	-1.8
23	C[C@@H]1CCCCO[C@H](CN(C)S(=O)(=O)c2ccccc2)[C@@H](C)CN([C@H](C)CO)C(=O)c2cc(NC(=O)Nc3ccccc3)ccc2O1	0.7
24	COc1ccc(CN(C)C[C@H]2Oc3ccc(NC(=O)Nc4ccc(F)cc4)cc3C(=O)N([C@@H](C)CO)C[C@@H]2C)cc1	0.3
25	CC(=O)NC[C@H]1[C@@H](c2ccc(-c3cccnc3)cc2)[C@@H](CO)N1C(=O)C1CC1	0.5
26	C[C@H](CO)N1C[C@H](C)[C@H](CN(C)S(=O)(=O)c2ccccc2)Oc2ccc(NS(C)(=O)=O)cc2CC1=O	-0.4
27	Cc1ccc(S(=O)(=O)Nc2ccc3c(c2)C(=O)N([C@@H](C)CO)C[C@H](C)[C@H](CN(C)Cc2ccc(C(F)(F)F)cc2)OCCCC[C@@H](C)O3)cc1	0.6
28	COc1ccc(NC(=O)Nc2ccc3c(c2)C(=O)N([C@@H](C)CO)C[C@@H](C)[C@@H](CN(C)S(C)(=O)=O)OCCCC[C@@H](C)O3)cc1	0.7
29	C[C@H](CO)N1C[C@H](C)[C@H](CN(C)C(=O)Nc2ccc3c(c2)OCO3)Oc2ccc(NS(=O)(=O)c3cccs3)cc2CC1=O	0.4
30	CCC(=O)N1[C@H](CO)[C@H](c2ccc(-c3ccccc3)cc2)[C@@H]1CNC(=O)C1CC1	0.8
31	Cc1noc(C)c1S(=O)(=O)Nc1ccc2c(c1)C(=O)N([C@@H](C)CO)C[C@H](C)[C@H](CN(C)S(C)(=O)=O)OCCCC[C@@H](C)O2	0.1
32	CO[C@H]1CN(C)C(=O)c2ccc(NC(=O)NC(C)C)cc2OC[C@@H](C)NC[C@@H]1C	1.9
33	CN(C)c1ccc2c(c1)[C@@H]1C[C@@H](CC(=O)NCc3ccccc3F)O[C@H](CO)[C@@H]1O2	-49
34	COc1ccc2c3c([nH]c2c1)[C@@H](CO)N(Cc1cccc(Cl)c1)CC31CN(C)C1	-0.4
35	COc1ccc(CNC(=O)C[C@@H]2C[C@H]3c4cc(NS(C)(=O)=O)ccc4O[C@H]3[C@@H](CO)O2)cc1	-0.4
36	C/C=C/c1cnc2c(c1)C(=O)N([C@@H](C)CO)C[C@@H](C)[C@@H](CN(C)S(=O)(=O)c1ccc(OC)cc1)O2	0.7
37	C[C@H]1CN([C@@H](C)CO)C(=O)c2cc(C#CCN(C)C)cnc2O[C@@H]1CN(C)S(=O)(=O)c1cn(C)cn1	-0.1
38	COc1ccccc1S(=O)(=O)N[C@H]1CC[C@@H](CCNC(=O)C2CCC2)O[C@@H]1CO	-4.1
39	N#C[C@@H]1N[C@@H](CO)[C@@H]1c1ccc(C2=CCCCC2)cc1	1.1
40	O=C(c1ccc(F)cc1)N1CC(=O)N2[C@H](C1)[C@H](c1ccc(C#CC3CCCCC3)cc1)[C@@H]2CO	2.1
41	C[C@@H]1CN([C@@H](C)CO)C(=O)c2cc(NS(C)(=O)=O)ccc2O[C@H]1CN(C)C(=O)Nc1ccc(C(F)(F)F)cc1	1.6
42	CO[C@H]1CN(C)C(=O)c2ccc(NC(=O)Nc3cccc(F)c3)cc2OC[C@H](C)NC[C@H]1C	2.2
43	CO[C@@H]1CN(C)C(=O)c2cc(NC(=O)Nc3cccc(Cl)c3)ccc2OC[C@H](C)NC[C@H]1C	0.2
44	C[C@@H]1CN([C@@H](C)CO)C(=O)c2cc(/C=C/c3ccccc3)cnc2O[C@@H]1CN(C)Cc1cccc(C(=O)O)c1	0.3
45	O=C(C[C@@H]1CC[C@H](NS(=O)(=O)c2ccccc2)[C@@H](CO)O1)N1CCN(c2ccccc2)CC1	-0.4
46	CC=Cc1ccc2n(c1=O)C[C@@H]1[C@@H](CO)[C@H](C(=O)NC3CCC3)[C@H]2N1C(=O)c1ccccn1 (mixture of isomers)	0.6
47	CN(C)CC(=O)Nc1ccc2c(c1)[C@H]1C[C@@H](CC(=O)NCCc3ccccc3)O[C@@H](CO)[C@H]1O2	-0.4
48	COc1ccc(CN(C)C[C@H]2OCCCC[C@@H](C)Oc3ccc(NC(=O)Nc4ccc(C(F)(F)F)cc4)cc3C(=O)N([C@H](C)CO)C[C@@H]2C)cc1	0.6
49	C[C@@H]1CN([C@H](C)CO)C(=O)c2cccc(NS(=O)(=O)c3cn(C)cn3)c2O[C@@H]1CN(C)Cc1ccccc1	-1.1
50	C[C@H]1CN([C@@H](C)CO)C(=O)Cc2cc(NC(=O)CCCCCC(=O)Nc3ccccc3N)ccc2O[C@@H]1CN(C)S(C)(=O)=O	0.1
51	CCNC(=O)[C@@H]1[C@@H](CO)[C@@H]2Cn3c(ccc(-c4ccccc4)c3=O)[C@@H]2N1Cc1cccnc1	0.0
52	O=C(Nc1cccc(Cl)c1)N[C@H]1CC[C@H](CCNC(=O)C2CC2)O[C@@H]1CO	0.9
53	O=C(Cc1ccccc1)N1C[C@@H]2[C@H](c3ccccc31)[C@@H](CO)N2C(=O)C1CC1	-0.5
54	C[C@@H]1CN([C@@H](C)CO)C(=O)c2cc(NC(=O)Nc3ccc(F)cc3)ccc2O[C@@H](C)CCCCO[C@H]1CN(C)C	0.5
55	Cc1ccc(S(=O)(=O)N[C@@H]2CC[C@H](CCNC(=O)C3CCC3)O[C@@H]2CO)cc1	-0.9
56	COc1ccc(CN(C)C[C@@H]2Oc3ccc(NS(=O)(=O)c4ccc(Cl)cc4)cc3C(=O)N([C@H](C)CO)C[C@@H]2C)cc1	-4.3
57	Cc1noc(C)c1NC(=O)Nc1ccc2c(c1)CC(=O)N([C@H](C)CO)C[C@@H](C)[C@@H](CN(C)CC1CC1)O2	0.3
58	C[C@@H]1CN([C@@H](C)CO)C(=O)c2cc(NC(=O)CCN3CCOCC3)ccc2O[C@@H]1CN(C)Cc1ccccc1	0.1
59	O=C(C[C@H]1CC[C@H](NC(=O)c2ccccn2)[C@H](CO)O1)NCc1cccc(F)c1	0.0
60	O=C(CN1CCOCC1)NCC[C@@H]1CC[C@H](NC(=O)c2ccccc2F)[C@H](CO)O1	-0.5

Filtered by structure, those above containing a cyano group.
#	canonical_smiles	TcdB inh
13	N#C[C@H]1[C@@H](c2ccc(C#CC3CCCCC3)cc2)[C@H](CO)N1S(=O)(=O)c1ccccc1	0.1
19	CCCC#Cc1ccc([C@H]2[C@@H](C#N)N(C(=O)C3CCCC3)[C@H]2CO)cc1	-0.3
21	N#C[C@@H]1[C@H](c2ccc(C#CC3CCCC3)cc2)[C@H](CO)N1C(=O)Cc1ccccn1	-1.0
39	N#C[C@@H]1N[C@@H](CO)[C@@H]1c1ccc(C2=CCCCC2)cc1	1.1

Continued:
#	canonical_smiles	TcdB inh
61	O=C(N[C@H]1CC[C@@H](CCNS(=O)(=O)c2ccc(F)cc2)O[C@H]1CO)C1CCOCC1	0.6
62	C[C@H](CO)N1C[C@H](C)[C@@H](CN(C)Cc2ccc(C(=O)Nc3ccccc3N)cc2)Oc2ccc(NS(=O)(=O)c3ccccc3)cc2C1=O	1.1
63	O=C(Nc1ccccc1)[C@@H]1[C@@H](CO)[C@@H]2Cn3c(cccc3=O)[C@H]1N2C(=O)c1ccc(F)cc1	0.2
64	O=C(c1ccccc1F)N1C[C@@H]2[C@H](c3ccccc31)[C@@H](CO)N2C(=O)c1cccnc1	0.8
65	CC(=O)N(C)C[C@@H]1Oc2ncc(C#CCc3ccccc3)cc2C(=O)N([C@H](C)CO)C[C@@H]1C	-1.6
66	COc1cccc(-c2ccc3c(c2)[C@H]2[C@H](CCN2C(=O)Cc2ccccc2)[C@H](CO)N3)c1	-0.7
67	CCNC(=O)[C@H]1[C@H](CO)[C@H]2Cn3c(ccc(C4=CCCCC4)c3=O)[C@H]2N1C(=O)c1cnccn1	-9.8
68	OC[C@H]1[C@@H](c2ccc(C#CC3CCCC3)cc2)[C@@H]2CN(CCC(F)(F)F)CCCCN12	1.2
69	C[C@@H]1CN([C@H](C)CO)C(=O)c2cccc(NC(=O)Nc3ccc(C(F)(F)F)cc3)c2O[C@@H]1CN(C)S(=O)(=O)c1ccc(F)cc1	-2.2
70	COc1ccc2c3c([nH]c2c1)[C@@H](CO)N(C(=O)Nc1cccc(F)c1)CC31CN(CC2CCOCC2)C1	1.4
71	COc1ccc2c3c([nH]c2c1)[C@@H](CO)N(C)CC31CN(S(=O)(=O)c2cn(C)cn2)C1	1.3
72	O=C(NC1CCC1)[C@@H]1[C@@H](CO)[C@@H]2Cn3c(ccc(C4=CCCC4)c3=O)[C@H]1N2CC1CC1	0.7
73	O=C1CN(S(=O)(=O)Cc2ccccc2)C[C@H]2[C@H](c3ccc(C#Cc4ccc(F)cc4)cc3)[C@H](CO)N12	0.8
74	COCC(=O)Nc1ccc2c(c1)C(=O)N(C)C[C@@H](OC)[C@H](C)CN(C(=O)c1cccnc1)[C@H](C)CO2	-1.5
75	C[C@@H]1CCCCO[C@H](CN(C)C(=O)Nc2ccccc2)[C@@H](C)CN([C@H](C)CO)C(=O)c2cc(N(C)C)ccc2O1	-9.6
76	C[C@@H]1CCCCO[C@@H](CN(C)C(=O)Nc2ccc(C(F)(F)F)cc2)[C@@H](C)CN([C@H](C)CO)C(=O)c2cc(NS(=O)(=O)c3ccccc3)ccc2O1	-1.4
77	O=C(Cc1ccccc1)N1CC[C@H]2[C@H](CO)Nc3ccc(C#Cc4ccccc4)cc3[C@H]21	1.5
78	CCCc1cn(CC[C@H]2CC[C@@H](NC(=O)Cc3cccnc3)[C@@H](CO)O2)nn1	-0.5
79	COc1cccc(NC(=O)N2C[C@H](O)COC[C@@H]3O[C@H](CC(=O)NC4Cc5ccccc5C4)CC[C@H]32)c1	0.9
80	COc1ccc(S(=O)(=O)N(C)C[C@H]2OCCCC[C@@H](C)Oc3ccc(NC(=O)NC(C)C)cc3C(=O)N([C@@H](C)CO)C[C@@H]2C)cc1	-0.5
81	CO[C@@H]1CN(C)C(=O)c2cc(NC(=O)Cc3ccccc3)ccc2OC[C@@H](C)N(CC2CC2)C[C@H]1C	1.3
